Screening results from PubChem BioAssay.
G9a block – G9a (human) methyltransferase inhibition | Q96KQ7 | G9a H3K9 monomethylation, AlphaScreen, 2 h | Potency, µM (highest dose often 102 µM), for the others: at the highest dose activity, negative = inhibition, most hits filed as inhibitors | 350,000 tested, 8.8% active; note: potency is the fitted concentration of half-maximal effect; % is set by controls: 0 for no effect and ±100 for the full control effect; nearly all actives have a fitted effect of over 75% in size
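Methyltransferase reactions run at room temperature for 2 h (20 nM enzyme, 500 nM biotin-H3K9 peptide, 20 uM SAM) after a 15 min compound preincubation; product detected by AlphaScreen beads and anti-H3K9me1 antibody.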
BAZ2B block – blocks human BAZ2B. 360,000 tested, 4.4% active. Q9UIF8. Potency, µM (series often up to 114 µM), for inactives: at the top dose activity change, negative = inhibition, actives largely listed as inhibitors. AID 504333. AlphaScreen BAZ2B-H3K14Ac peptide displacement; note: potency is the fitted concentration of half-maximal effect; % is set by controls: 0 for no effect and ±100 for the full control effect; nearly all actives have a fitted effect of over 60% in size
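AlphaScreen displacement: compounds (up to 110uM) incubated 30 min at room temperature with a preformed 50 nM BAZ2B/50 nM biotinylated H3K14Ac peptide complex in PBS pH 7.4 with Tween-20. Donor and acceptor beads at 10 ug/mL final added, 20 min light-protected before reading.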
ERG-DNA inh – blocks human ERG Ets domain binding to DNA; P11308; fluorescence polarization, His-ERG Ets domain / labelled DNA; Potency, µM (highest dose often 76.9 µM), for the others: at the top dose FP activity, negative = inhibition, actives largely listed as inhibitors; 370,000 tested, 0.028% active; AID 624246; active = well fitted inhibition curve with a large enough effect in the polarisation, with a control signal flat; inconclusive = small, poorly fitted or top-dose-only effect, or effect the other way, or a change in a side signal; inactive = no such curve, though single readings can be large or run the other way; the % refers to the polarisation;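 note: polarization taken with two DNA probes labelled with fluorescein and Texas red; potency is the fitted concentration of half-maximal effect; % of control where 0% means no effect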
Target sequence (P11308 whole entry, looked up, the tested form may be a part): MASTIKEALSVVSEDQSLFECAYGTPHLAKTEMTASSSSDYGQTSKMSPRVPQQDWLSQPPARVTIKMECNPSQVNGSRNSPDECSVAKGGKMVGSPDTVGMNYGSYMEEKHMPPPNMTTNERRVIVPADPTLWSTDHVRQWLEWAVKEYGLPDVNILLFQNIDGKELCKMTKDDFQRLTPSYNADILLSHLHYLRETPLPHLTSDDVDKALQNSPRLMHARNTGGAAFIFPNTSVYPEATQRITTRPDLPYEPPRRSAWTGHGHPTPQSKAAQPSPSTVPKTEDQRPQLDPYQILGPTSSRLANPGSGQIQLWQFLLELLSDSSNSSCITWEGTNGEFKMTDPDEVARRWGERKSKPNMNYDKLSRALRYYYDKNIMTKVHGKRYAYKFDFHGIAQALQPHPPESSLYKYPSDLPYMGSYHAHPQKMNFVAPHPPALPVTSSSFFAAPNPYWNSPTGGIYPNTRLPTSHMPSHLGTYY
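His-tagged ERG Ets domain (1 uM in the protein solution; 300mM KCl, 50mM Tris-HCl, 1mM EDTA, 1mM DTT, pH 7.5) received compound, then a probe mix of 5 nM fluorescein-DNA and 100nM Texas-615-DNA. Fluorescence polarization was read for both dyes.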
HP1b binding inh – HP1-beta chromodomain-methylated histone interaction inhibition. AlphaScreen HP1-beta / biotin-H3K9me3 peptide binding. Potency, µM (top dose mostly 114 µM), without a hit: at the top dose activity change, negative = inhibition, hits mostly inhibitors. P83916. AID 540317. 390,000 tested, 0.56% active; note: potency is the fitted concentration of half-maximal effect; nearly all actives have a fitted effect of over 70% in size; inactives centre near 23
Target sequence (P83916 whole entry, looked up): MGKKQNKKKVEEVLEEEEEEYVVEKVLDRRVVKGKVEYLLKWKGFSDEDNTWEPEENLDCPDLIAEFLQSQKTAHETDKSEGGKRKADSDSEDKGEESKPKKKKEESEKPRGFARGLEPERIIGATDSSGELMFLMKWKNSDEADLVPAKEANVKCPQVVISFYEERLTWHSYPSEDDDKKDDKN
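Compound inhibition of the preformed complex between 50 nM HP1-beta and 50 nM biotinylated H3K9me3 peptide was read by AlphaScreen. Buffer was PBS pH 7.4 with 0.01% Tween-20. Incubations ran 30 min at room temperature, with 10 ug/mL donor/acceptor beads.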
PI4K2A inh – PI4K2A (human) kinase inhibition | purified PI4K2A, ADP-Glo luminescence, 1 h; hits give low values | 420,000 tested, 0.13% active | activity change, negative = inhibition, % at 76.9 µM | AID 1346378; in the data active = activity change below about -50%; inconclusive = mostly about -30% to -49%;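 note: -100% = wells without enzyme as full effect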
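Compounds are screened against recombinant PI4K2A using PI as substrate and ATP, the latter dispensed at 300 microM. Reactions run one hour at ambient temperature before ADP-Glo detection; full inhibition defined by wells lacking enzyme.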
PGK inhibitor – blocks T. brucei phosphoglycerate kinase; PGK/GAPDH coupled, Kinase-Glo luminescence, 60 min; Potency, µM (top dose mostly 57.5 µM), inactives show at the highest dose activity change, negative = inhibition, most hits filed as inhibitors; 380,000 tested, 0.043% active; note: potency is the fitted concentration of half-maximal effect; % is set by controls: 0 for no effect and ±100 for the full control effect; nearly all actives have a fitted effect of over 60% in size
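Luminescent ATP detection (Kinase-Glo Plus) follows a 60-minute room-temperature incubation, with wells lacking PGK as controls. Buffer: 100 mM TEA (pH 7.6), 5 mM MgCl2, 0.01% Tween-20. Coupling enzyme GAPDH (100 nM final) supplies unstable 1,3-BPG in-well.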
JMJD2A Tudor – JMJD2A Tudor domain (human) inhibition | AID 504339 | Potency, µM (doses to about 114 µM), for inactives: top-dose activity change, negative = inhibition, most hits filed as inhibitors | AlphaScreen JMJD2A-Tudor / H3K4me3 peptide binding | 390,000 tested, 4.4% active; note: potency is the fitted concentration of half-maximal effect; % is set by controls: 0 for no effect and ±100 for the full control effect; nearly all actives have a fitted effect of over 50% in size
Pin1 inhibitor – blocks the human prolyl isomerase Pin1. Q13526. Pin1 FP peptide displacement, HiFluor488, 10 min. Potency, µM (doses to about 115 µM), for the others: at the top dose activity, negative = inhibition, usual class: inhibitors. 390,000 tested, 0.009% active. AID 504891; active = well fitted inhibition curve with a large enough effect in the polarisation, with a control signal flat, not every such curve was filed as active; inconclusive = small, poorly fitted or top-dose-only effect, or effect the other way, or a change in a side signal; inactive = no such curve, though single readings can be large or run the other way; the % refers to the polarisation; note: potency is the fitted concentration of half-maximal effect; % is set by controls: 0 for no effect and ±100 for the full control effect
Target sequence (Q13526 whole entry, looked up): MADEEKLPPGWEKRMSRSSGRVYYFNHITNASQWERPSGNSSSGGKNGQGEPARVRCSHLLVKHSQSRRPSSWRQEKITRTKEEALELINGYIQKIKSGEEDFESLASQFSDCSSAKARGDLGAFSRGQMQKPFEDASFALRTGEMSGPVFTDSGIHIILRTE
GLS inhibitor – blocks human kidney-isoform glutaminase activity; GLS enzymatic activity, qHTS titration; Potency, µM (top dose mostly 45.5 µM), for inactives: top-dose activity change, negative = inhibition, hits mostly inhibitors; 410,000 tested, 0.21% active; AID 624170; note: potency is the fitted concentration of half-maximal effect; % is set by controls: 0 for no effect and ±100 for the full control effect
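Assay buffer: 45 mM KH2PO4 pH 8.2, 0.02% Tween-20. hKGA acts on L-glutamine (1 mM solution added); product glutamate is reported by an oxidase/peroxidase Amplex Red coupling, with fluorescence taken at baseline and 30 min.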
Numbers without * were called inactive; i = inactive; ? = inconclusive; . = no result given; [ ] = another dose, or the depositor's remark. Unless noted, calls come from the whole dose curve; as a rule, active = well fitted curve in the direction sought with a large enough effect; inconclusive = small, poorly fitted or top-dose-only effect, or another doubt; inactive = no such curve, though single readings can be large; an effect the other way counts as inactive or inconclusive.

SMILES	G9a block	BAZ2B block	ERG-DNA inh	HP1b binding inh	PI4K2A inh	PGK inhibitor	JMJD2A Tudor	Pin1 inhibitor	GLS inhibitor
CCCCn1c(N)c(N(CCOC)C(=O)COC(=O)COc2c(C)cc(C)cc2C)c(=O)[nH]c1=O	-31%	0%	9%	29%	0	-1%	-4%	1%	-5%
Cc1ccc(-c2ccc(/C=N/n3cnnc3)o2)cc1	-14%	?	-11%	-6%	0	4%	-32%	1%	8%
O=C(CNC(=O)c1cccc(OC(F)F)c1)Nc1ccc(Cl)cc1	22%[0.501 µM]	-6%	1%	-17%	-3	0%	-10%	0%	-12%
CS/C(=C\[N+](=O)[O-])Nc1ccccc1	-34%[59 µM]	-10%	2%	31%	-11	1%	12%	3%	11%
CCn1c2ccccc2c2cc(NC(=O)N3CCOCC3)ccc21	?	?	-9%	-11%	-5	i	-18%	9%	-9%
O=C(NC1CCCCC1)c1ccc(N2CCCC2=O)cc1	-13%	4%	2%	1%	-6	5%	-1%[11.4 µM]	-1%	4%
CN(CC(=O)Nc1ccc(Cl)c(C(F)(F)F)c1)Cc1cc(=O)n2ccsc2n1	-27%	-6%	-2%	42%[activator]	-5	-1%	-3%	0%	-17%
COc1ccc(CNC(=O)C(c2ccco2)N(C(=O)c2ccccn2)c2ccccc2)cc1 (stereo unspecified)	5%	-11%	2%	9%	-2	-1%	-19%	4%	-2%
O=C(Nc1ccc(-c2noc(COc3ccccc3Cl)n2)cc1)c1ccco1	-43%[59 µM]	-4%	0%	5%	-8	-2%	-15%	6%	6%
Cc1ccc([C@@H]2[C@@H]3C(=O)N(c4ccccc4)C(=O)[C@@H]3[C@]3(Cc4ccccc4)C(=O)N(CC4CC4)CC(=O)N23)o1	.	6%	-1%	48%[activator]	-2	3%	-19%	0%	13%
COCCOc1cc(N2C(=O)CSCC2=O)c(Cl)cc1Cl	?	0%[57.1 µM]	-2%	22%	9	-4%	-16%	13%	0%
Cn1cnc(C(F)(F)F)c1-c1ccc([N+](=O)[O-])cc1	2%[59 µM]	-5%	4%	23%	3	-1%	-5%	1%	-11%
Oc1[nH]c2ccccc2c1N=Nc1c(F)c(F)c(C(F)(F)F)c(F)c1F	20%	-8%	0%	43%[activator]	5	3%	-13%	19%	3%
CC(C)Cn1c(SC(C)C(=O)Nc2ccc3c(c2)OCCO3)nc2ccccc2c1=O (stereo unspecified)	5%	0%	.	20%	-1	.	-26%	11%	-5%
O=c1c2cn(Cc3ccc(F)cc3)c3ccccc3c-2nn1Cc1ccc(F)cc1	32µM*	4%	19%	-11%	-1	i	-22%	-1%	-8%
Cc1ccc(/C=N/NC(=O)CNC(=O)Cc2ccccc2)o1	?	-31%	9%	17%	2	-6%	-2%	0%	-1%
Cc1cc(C)n2cc(CSc3nnc(-c4ccccc4)c(-c4ccccc4)n3)nc2n1	.	.	6%	30%	-19	-3%	?	-6%	-2%
COc1ccc(-c2cc(C(=O)NC(Cc3cc4ccccc4[nH]3)C(=O)O)c(C)o2)cc1OC (stereo unspecified)	32µM*	-30%	0%	?	-5	3%	-35%	-4%	19%
Cc1c(C(=O)NCC(C)(C)N2CCOCC2)oc2ccccc12	28%[12.7 µM]	1%	-28%	36%	0	i	-15%	0%	-6%
COc1ccc(S(=O)(=O)N2CCOC2CNC(=O)C(=O)NCCc2ccccc2)cc1 (stereo unspecified)	.	38%[activator]	4%	36%	-4	1%	-8%	7%	1%
CC(C)CCNC(=O)CCCN1C(=O)c2ccccc2Sc2ncccc21	-2%[59 µM]	0%	7%	27%	-8	i	8%	-4%	3%
Cn1c(=O)cc(OCCCC(=O)N2CCCCC2)c2ccccc21	-1%[59 µM]	2%	-10%	38%	-1	-7%	6%	-8%	0%
COc1cccc2c1nc(C)c1cc(C)oc12	9%[59 µM]	5%	-2%	25%	0	-3%	-19%	1%	-12%
COC(=O)c1sc(C(F)(F)F)c(-c2ccccc2)c1S(=O)(=O)N1CCOCC1	.	.	21%	39%	1	-10%	1%	-7%	-8%
CC(C)NC(=O)CN1C(=O)NC(CCc2ccccc2)C1=O (stereo unspecified)	.	-2%	5%	45%[activator]	-3	-4%	-13%	11%	-2%
O=[N+]([O-])c1cncc([N+](=O)[O-])c1Nc1cccc(O)c1	.	-10%	6%	6%	-4	-4%	-23%	3%	17%
CCOC(=O)C1C(=O)OC(C)(C)C1C(C)C(=O)c1ccc(C)cc1C (stereo unspecified)	3%	-2%	8%	33%	3	8%	2%	-2%	7%
CCCCNC(=O)c1ccc(NC(=O)C2CCCO2)cc1 (stereo unspecified)	-6%[59 µM]	-7%	4%	7%	2	9%	-12%	3%	0%
CCC(CC)C(=O)Nc1ccc2nc(SCC(=O)N3CCCC3)sc2c1	-30%[59 µM]	-3%	5%	40%[activator]	0	i	-4%	-2%	-9%
O=C(Nc1ccc(F)cc1F)c1cc(Cl)sc1Cl	-7%	13%	-9%	21%	-4	-5%	-3%	6%	1%
COc1ccccc1CNC(=O)CCc1nnc2ccc(NCCCN3CCCC3=O)nn12	28%	-4%[57.1 µM]	-3%	19%	-5	i	-27%	-3%	-1%
O=C(NCCN1CCOCC1)c1sc2ccccc2c1Cl	3%	3%	6%	5%	-2	i	-13%[11.4 µM]	-6%	17%
Cc1ccnc(NS(=O)(=O)c2ccc(NC(=O)/C=C/c3cccs3)cc2)n1	21%	-18%	7%	31%	-2	-5%	-8%	4%	27%
CCOC(=O)c1ccc(NC(=O)c2cc(C)nc3ccccc23)cc1	-24%	-28%	0%	11%	4	7%	-13%	2%	7%
CN(Cc1ccccc1)C(=O)c1ccc(NC(=O)Cc2cccc(NC(=O)C3CCCN(C(=O)C4CCCC4)C3)c2)cc1 (stereo unspecified)	21%[2.33 µM]	1%	-8%	7%	2	-3%	-21%	4%	0%
CC(C(=O)NCCc1nc2ccccc2[nH]1)n1cc([N+](=O)[O-])cn1 (stereo unspecified)	-32%	-1%	0%	22%	2	-13%	-9%	-1%	-6%
C[C@]12C(=O)N(c3ccc(Br)cc3)C(=O)N1[C@H]1c3ccccc3OC[C@@H]1[C@H]2c1ccccc1	.	.	-9%	19%	-4	-2%	-28%	12%	-1%
COc1cc(C(=O)Nc2sc3c(c2C(N)=O)CCC(C)C3)cc(OC)c1OC (stereo unspecified)	1%[59 µM]	3%	5%	25%	1	i	-7%	0%	-8%
Cc1cc(C)c2[nH]c(=O)c(CN(Cc3ccc4c(c3)OCO4)Cc3nnnn3C3CCCC3)cc2c1	10%[2.33 µM]	-32%	.	8%	-2	-3%	-23%	21%	3%
O=C(NCc1ccccc1)c1ccc(CNS(=O)(=O)c2ccc(Br)cc2)cc1	-10%[59 µM]	.	-10%	11%	3	-6%	-12%	0%	-8%

Copied from the list.
In GLS inhibitor, O=C(NCCN1CCOCC1)c1sc2ccccc2c1Cl is entered as 17%
In Pin1 inhibitor, C[C@]12C(=O)N(c3ccc(Br)cc3)C(=O)N1[C@H]1c3ccccc3OC[C@@H]1[C@H]2c1ccccc1 is entered as 12%
In BAZ2B block, Cc1cc(C)c2[nH]c(=O)c(CN(Cc3ccc4c(c3)OCO4)Cc3nnnn3C3CCCC3)cc2c1 is entered as -32%

Next part
SMILES	G9a block	BAZ2B block	ERG-DNA inh	HP1b binding inh	PI4K2A inh	PGK inhibitor	JMJD2A Tudor	Pin1 inhibitor	GLS inhibitor
Cc1ccc(-c2nnc(SCC(=O)NC3CCCC3)n2C)cc1	24%	2%	-3%	22%	-4	i	-1%	-9%	-15%
Cc1cc(Cl)ccc1OCC(=O)N1CCC(c2nc3ccccc3o2)CC1	-2%[59 µM]	4%	3%	56%[activator]	-5	-8%	12%	28%	-16%
CN(C(=O)COC(=O)CNC(=O)c1ccc2ccccc2c1)c1c(N)n(Cc2ccccc2)c(=O)[nH]c1=O	?	-2%	-4%	1%	0	-7%	-17%	7%	1%
C=CCC(CC=C)(C(N)=O)c1ccccc1	1%	-16%	-1%	29%	4	0%	-12%	-1%	?

Gathered by group, the entries above containing an aryl thioether with sulfur outside any ring (four)
SMILES	G9a block	BAZ2B block	ERG-DNA inh	HP1b binding inh	PI4K2A inh	PGK inhibitor	JMJD2A Tudor	Pin1 inhibitor	GLS inhibitor
CC(C)Cn1c(SC(C)C(=O)Nc2ccc3c(c2)OCCO3)nc2ccccc2c1=O (stereo unspecified)	5%	0%	.	20%	-1	.	-26%	11%	-5%
Cc1cc(C)n2cc(CSc3nnc(-c4ccccc4)c(-c4ccccc4)n3)nc2n1	.	.	6%	30%	-19	-3%	?	-6%	-2%
CCC(CC)C(=O)Nc1ccc2nc(SCC(=O)N3CCCC3)sc2c1	-30%[59 µM]	-3%	5%	40%[activator]	0	i	-4%	-2%	-9%
Cc1ccc(-c2nnc(SCC(=O)NC3CCCC3)n2C)cc1	24%	2%	-3%	22%	-4	i	-1%	-9%	-15%
